Neddyl block: inhibitors of human cullin neddylation. TR-FRET cullin neddylation, biochemical. calls only at 25 µM. hit rate 0.58% among 360,000; in the data active means inhibition above about 36%
Target sequence (P61081 whole entry, looked up): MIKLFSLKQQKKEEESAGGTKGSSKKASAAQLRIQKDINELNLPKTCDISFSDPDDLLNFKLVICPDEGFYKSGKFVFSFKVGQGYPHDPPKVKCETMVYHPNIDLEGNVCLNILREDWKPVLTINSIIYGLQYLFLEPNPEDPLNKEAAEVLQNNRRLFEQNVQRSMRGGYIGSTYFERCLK
Target sequence (Q13564 whole entry, looked up): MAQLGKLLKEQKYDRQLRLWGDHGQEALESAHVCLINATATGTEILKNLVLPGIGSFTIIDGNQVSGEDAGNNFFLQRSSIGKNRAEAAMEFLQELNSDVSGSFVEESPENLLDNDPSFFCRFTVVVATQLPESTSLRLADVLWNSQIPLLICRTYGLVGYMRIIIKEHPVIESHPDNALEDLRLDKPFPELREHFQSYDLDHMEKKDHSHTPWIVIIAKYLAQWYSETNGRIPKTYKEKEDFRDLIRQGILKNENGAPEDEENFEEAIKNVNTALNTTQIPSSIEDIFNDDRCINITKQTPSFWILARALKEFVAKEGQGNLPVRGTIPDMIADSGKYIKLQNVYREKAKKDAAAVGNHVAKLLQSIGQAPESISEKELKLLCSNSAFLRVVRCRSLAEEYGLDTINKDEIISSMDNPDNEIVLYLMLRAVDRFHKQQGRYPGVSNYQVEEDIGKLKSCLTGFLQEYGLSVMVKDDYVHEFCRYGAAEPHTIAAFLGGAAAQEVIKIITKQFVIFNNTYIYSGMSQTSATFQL
Rin1-Abl PPI inh: human Rin1-Abl interaction inhibition; P00519+Q13671; TR-FRET Rin1/Abl binding, biochemical; inhibition, % at 7.35 µM; hit rate 0.4% among 360,000; AID 588664; in the data active means inhibition above about 5%, passing the limit was not always enough
Rpn11 block: inhibitors of human proteasome Rpn11; O00487; human 26S proteasome, Ub4-pepOG fluorescence polarization; 20S core pre-blocked with epoxomicin; calls only at 20 µM; hit rate 0.59% among 360,000;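 active means inhibition at 20 µM, scaled to each plate's controls, above about 33%, limit read from the data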
Target sequence (O00487 whole entry, looked up): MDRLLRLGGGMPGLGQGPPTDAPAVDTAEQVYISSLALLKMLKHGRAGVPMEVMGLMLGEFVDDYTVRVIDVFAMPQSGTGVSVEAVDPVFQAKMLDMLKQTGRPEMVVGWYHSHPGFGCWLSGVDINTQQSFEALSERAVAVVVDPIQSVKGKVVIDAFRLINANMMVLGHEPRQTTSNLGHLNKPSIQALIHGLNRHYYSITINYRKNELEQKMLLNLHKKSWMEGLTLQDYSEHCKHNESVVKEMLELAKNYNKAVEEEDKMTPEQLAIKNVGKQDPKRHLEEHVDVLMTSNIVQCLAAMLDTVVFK
MT1-MMP act inh: MT1-MMP (human) activation inhibition; P50281; HT1080 RFP-PRO-GFP cells, GFP/RFP ratio fluorescence, overnight; percent of plate control window, DMSO zero; GFP/RFP ratio change, % at 20 µM; hit rate 0.061% among 360,000;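 active means GFP/RFP ratio change of at least 30% with cell ATP level not reduced by more than half and red fluorescence within 50% of control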; further: strong numbers were not always called active
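Material – HT1080 RFP-PRO-GFP cells · Control set – DMSO wells and RFP-L50D-GFP cells · Incubation – overnight cell settling, then overnight compound exposure, 37 °C, 5% CO2 · Compound dosing – single-point 20 µM compound, 1% DMSO · Read-out – GFP/RFP fluorescence ratio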
CSN inh: inhibitors of human CSN-mediated cullin deneddylation | Purified CSN, SCF-Nedd8-OG deneddylation, fluorescence polarization | inhibition, % at 12.5 µM | AID 651999 | Q92905 | hit rate 0.38% among 360,000;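 active means pattern-corrected inhibition above about 35%, with an unprinted fluorescence ratio check between 0.5 and 1.5, limit read from the data, passing the limit was not always enough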;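 further: 0% = enzyme with substrate and 100% = substrate without enzyme; some results filed as inactive read as strong as hits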
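Detection – fluorescence polarization · System – HEK293T-derived human Csn5 enzyme · Controls – substrate-only high control, full reaction low control · Timing – 90 min, room temperature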
NadD block: NadD (S. aureus) enzyme inhibition | AID 602399 | inhibition, % at 20 µM | purified NadD enzyme, colorimetric absorbance read-out | hit rate 0.78% among 360,000; in the data active means inhibition above about 26%; further: some compounds past the cut are filed as inactive
MLLE-PAM2 inh: inhibitors of microRNA-mediated deadenylation, human PABP1 MLLE binding; P11940; GST-MLLE / FITC-PAM2 fluorescence polarization; inhibition, % at 20 µM; hit rate 0.36% among 360,000; in the data active means inhibition above about 35%, passing the limit was not always enough;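 further: plate controls were DMSO wells with GST-MLLE for no effect and wells lacking GST-MLLE protein for full effect; some results filed as inactive read as strong as hits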
FAS-TE inh: blocks the thioesterase domain of human fatty acid synthase. AID 602261. P49327. hit rate 0.67% among 360,000. inhibition, % at 15 µM. recombinant FAS-TE, OMFH fluorogenic substrate, fluorescence endpoint;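 active means compounds whose normalised, plate-corrected inhibition of enzyme fluorescence in the single-dose primary screen is 50% or more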;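 further: 0% = DMSO with enzyme and 100% = substrate without enzyme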
SKN-1 block: C. elegans SKN-1 inhibition; inhibition, % at 21.8 µM; hit rate 0.49% among 360,000; C. elegans VP596 Pgst-4::GFP/RFP ratio, acrylamide-induced, 24 h; AID 624304;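 active means interference check ratio from 0.5 to 1.5 plus GFP to RFP signal ratio inhibition reaching or exceeding a fixed threshold, cut at about 30% in these data, passing the limit was not always enough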; further: some compounds called inactive have numbers as strong as hits
An asterisk follows results filed as active; i = inactive; / = no result given; + = active, no number.

SMILES	Neddyl block	Rin1-Abl PPI inh	Rpn11 block	MT1-MMP act inh	CSN inh	NadD block	MLLE-PAM2 inh	FAS-TE inh	SKN-1 block
O=C1N=C(N2CCN(c3ccccc3)CC2)S/C1=C\c1ccco1	i	-4	i	-4	1	3	-13	1	9
CC(=O)NCCC(=O)Nc1cc(S(=O)(=O)N2CCOCC2)ccc1N1CCCC1	i	2	i	-2	-3	-2	-28	-7	5
CN1CCc2c(sc3c2C(=O)NC(c2ccccn2)N3)C1 (centres undefined)	+	0	i	-4	-12	-6	51	-37	55
O=S(=O)(c1ccc(Br)s1)N1CCN(Cc2ccc3c(c2)OCO3)CC1	i	1	i	6	-2	0	3	22	14
CC1CC(C)CN(c2oc(-c3ccco3)nc2C#N)C1 (centres undefined)	i	-2	i	2	2	-5	11	14	12
NC(=O)CSc1nc2scc(-c3ccco3)c2c(=O)n1-c1ccccc1	i	5	i	-9	21	10	-16	0	0
COc1ccc(Br)cc1CNC(=O)CCC(=O)n1nc(C)c2ccccc21	i	0	i	-7	-2	-6	6	7	10
O=C(O)c1ccccc1C(=O)c1cccc2c(Br)cccc12	i	-319	i	0	1	-5	-4	-7	1
COc1ccc([C@H]2/C=C\CN(C(=O)CC(C)(C)C)[C@@H](C)C(=O)N2Cc2ccc(F)cc2)cc1	i	3	i	-8	-3	1	-4	14	17
O=C(c1ccco1)N1CCN(C(c2ccccc2F)c2nnnn2CC2CCCO2)CC1 (centres undefined)	i	-4	i	3	-7	-6	14	-2	-8
CN1CCN(c2nnc(-c3ccc(F)cc3)c3ccccc23)CC1	i	-2	i	1	0	-8	-3	-3	9
Cc1ccc(C)c(Cn2nnc3c(=O)[nH]c(C(=O)NCc4ccco4)nc32)c1	i	0	i	0	10	14	3	-1	1
O=C(NCCc1cccc(Cl)c1)c1ccc(Cl)c([N+](=O)[O-])c1	i	-1	i	-5	-4	-12	10	72*	6
Cc1cc(C)cc(N(C(C)C(=O)NC2CCCC2)S(C)(=O)=O)c1 (centres undefined)	i	-2	i	-1	-4	-5	-5	-6	-15
O=C(Nn1c(SCc2ccc(F)cc2)nc2ccsc2c1=O)c1ccccc1	i	-2	i	-1	-1	23	-3	24	-6
CCC(CC)c1nnc(NC(=O)COc2ccc3c(c2)OCO3)s1	i	0	i	3	2	5	12	-4	16
CCCCn1c(N)c(N(CC(C)C)C(=O)c2cccs2)c(=O)[nH]c1=O	i	0	i	-2	3	1	-29	-4	33
COC(=O)c1ccc(OC(=O)C2CSC3(C)CCC(=O)N23)cc1 (centres undefined)	i	2	i	0	3	-2	-4	-5	-6
CCOc1ccc(CCNC(=O)COC(=O)CNC(=O)c2ccc(Br)o2)cc1OCC	i	3	i	0	-1	2	-6	-7	-5
Cn1c(=O)n(-c2ccc(Cl)cc2)c(=O)c2c3c(sc21)COC(C)(C)C3	i	-1	i	-4	0	0	-7	-4	-5
COCCCn1c(C(=O)NCCC2=CCCCC2)cc2c(=O)n3cccc(C)c3nc21	i	-5	i	8	1	11	5	1	7
COc1ccc(-n2cc(CNCCc3ncc(C)[nH]3)c(-c3ccccc3Cl)n2)cc1	i	-3	i	-2	-2	-10	-7	-2	6
COc1cc2oc3ccccc3c(=O)c2cc1OC	i	-2	i	4	-4	-2	1	2	2
CC(C)c1ccc(NC(=O)CCNS(=O)(=O)c2cccc3nsnc23)cc1	i	1	i	5	3	-3	4	5	-3
C[C@@H]1CN([C@@H](C)CO)S(=O)(=O)c2ccc(Br)cc2O[C@@H]1CN(C)Cc1ccccn1	i	-4	i	3	-1	-3	-3	-6	-3
COCC(C)N=C1NN=C(c2cccs2)C(CC(=O)O)S1 (centres undefined)	i	0	i	-1	3	-4	20	-5	1
CCCc1cc(N2CCCC(C(=O)NCC)C2)n2ncnc2n1 (centres undefined)	i	-2	i	12	6	-3	-12	-4	4
CCCCN1CCNC[C@@H]1Cc1ccccc1	i	2	i	0	-3	-4	-2	-10	5
CCN(Cc1ccccc1)C(c1ccc(C)cc1)c1nnnn1C(C)(C)CC (centres undefined)	i	2	i	-16	6	14	6	24	2
COC(=O)C1=CN(Cc2ccc(OC)c(OC)c2)C=C(C(=O)OC)C1c1cccs1	/	2	i	-5	14	-2	1	11	19
Cn1c(=O)n(C)c2cc(/C=C(/C#N)C(=O)NCc3ccco3)ccc21	i	-4	i	3	-3	-4	-2	0	97*
O=C(Nc1ccnn1C1CCN(C(=O)c2ccc(C(F)(F)F)cc2)CC1)C1CC1	i	-2	i	-2	0	-7	3	-1	7
COc1ccccc1OCCNC(=O)c1cccs1	i	1	i	7	2	-4	-4	2	-16
COn1c(=O)c(=O)n(O)c2ccccc21	i	-1	i	0	-3	3	11	-4	-3
C[C@@H]1C(c2cccc(Cl)c2)=NN(c2ccc(Br)cc2)[C@H]1C(=O)N1CCOC1=O	i	0	i	0	5	14	7	56*	9
COC(=O)C1CCN(C(=O)NC(C)(C)C)CC1	i	2	i	11	2	-3	-5	-6	-4
CC(C)c1cc(=O)[nH]c(SCC(=O)NC2CCCC2)n1	i	-2	i	1	0	0	2	-3	15
CC1CCN(C(=O)COC(=O)Cn2cnc3c2c(=O)n(C)c(=O)n3C)CC1	i	1	i	-7	-5	1	10	-4	-9
FCCCOc1ccc(-c2ccnc3ncnn23)cc1	/	0	i	4	-1	5	7	0	-3
CSc1ncccc1C(=O)N(C)CC(=O)Nc1ccc(Cl)cc1	i	0	i	3	-1	-7	10	-4	6
CC(C)NC(=O)[C@H](CSCc1ccccc1)N1Cc2ccccc2C1=O	i	-3	i	1	0	-3	-14	-3	18
Cc1ccn2c(=O)nc(SCC(=O)c3ccccc3)nc2c1	i	2	i	-4	0	16	13	7	-28
CC(C)CCN(C(=O)c1ccncc1)c1c(N)n(Cc2ccccc2)c(=O)[nH]c1=O	i	1	i	-12	3	5	-75	-5	1
CCOC(=O)C1=C(CC)Nc2ccccc2N=C1NC(=O)Nc1ccccc1OC	i	-1	i	4	3	0	-11	-1	0
c1ccc(C2CNCc3c2ccc2ccccc32)cc1 (centres undefined)	i	-2	i	-9	-4	-7	-5	-26	9
O=C(NC(=S)Nc1ccccc1)C1CCCCC1	i	3	i	-2	4	-7	27	2	-4
O=C(Nc1nnc(-c2ccc3c(c2)CCCC3)o1)C1CCCCC1	i	-3	i	/	6	0	16	-9	-14
COc1ccc(NC(=S)NCc2ccc3c(c2)OCO3)cc1	i	4	i	1	-4	-1	-42	6	-19
COc1cccc(/C=N/NC(=O)c2cc3c(OC)ccc(OC)c3[nH]2)c1O	i	-2	i	-2	0	-7	1	6	2
C/C(CC(=O)NCc1ccco1)=N\NC(=O)C(c1ccccc1)c1ccccc1	i	2	i	4	-6	7	-106	-6	5
Cc1ccc(C(=O)N2CCCC(C(=O)c3cc(F)ccc3F)C2)s1 (centres undefined)	i	1	i	0	0	-3	-8	-2	9
O=C(Nc1cccc(-c2nc3ccccc3o2)c1)c1cccnc1	i	2	i	1	5	-5	-7	5	2
COc1ccc(NC(=O)NC2(C(=O)N3CCCC3)CCCCC2)cc1	i	1	i	-4	4	-5	-5	-1	20
COc1ccc(O)cc1	i	0	i	1	0	0	-3	-4	14
CCOC(=O)C1CCCN(c2oc(-c3ccc(F)cc3)nc2C#N)C1 (centres undefined)	i	-2	i	0	-1	-4	-6	-1	6
Cc1cc(C)n(CCNC(=O)CC2C(=O)NCCN2Cc2ccc(C)o2)n1 (centres undefined)	i	-1	i	-1	-2	-2	14	-6	-2
Cc1ccc(C(=O)N/N=C2\CCc3ccccc32)c(C)c1	i	-3	i	2	0	1	-18	-7	8
O=C(Nc1cccc(NC(=O)c2ccccc2[N+](=O)[O-])n1)c1ccccc1[N+](=O)[O-]	i	-2	i	5	2	9	-15	-2	2
C/C(=N\N(c1ccccc1)c1ccccc1)c1ccc(N)cc1	i	-1	i	-2	-1	0	-9	29	7
CN(Cc1nc(-c2cnccn2)no1)Cc1cccc2ccccc12	i	-5	i	0	-5	-7	-5	0	-7
Remaining list, next part:
SMILES	Neddyl block	Rin1-Abl PPI inh	Rpn11 block	MT1-MMP act inh	CSN inh	NadD block	MLLE-PAM2 inh	FAS-TE inh	SKN-1 block
O=C(C1CC(c2ccccc2O)=NO1)N1CCc2ccccc2C1 (centres undefined)	i	-2	i	5	4	-2	22	18	11
COC(=O)c1sc(N)c(C(=O)OC)c1Cn1ncc(Cl)c(Cl)c1=O	i	0	i	-1	4	0	-108	5	22
COc1cc(C(=O)NCc2cccc(Cl)c2)ccc1OCC(=O)N1CCOCC1	i	3	i	-1	1	3	-22	-5	-5
COC(C[C@@H](O)C[C@@H](O)[C@H](C)OCc1ccccc1)OC	i	3	i	0	1	-3	3	-9	-7
CSc1ccccc1NC(=O)CN(Cc1ccccc1)S(C)(=O)=O	i	0	i	-1	3	5	4	-2	21
COc1ccc2cc(-c3cc(C(=O)OCC(=O)Nc4c(C)n(C)n(-c5ccccc5)c4=O)c4ccccc4n3)ccc2c1	/	-3	i	-1	3	40*	16	49	3
Cc1ccc(-n2ncc3c(=O)[nH]c(SCC(=O)N4CCCc5ccccc54)nc32)cc1	i	0	i	-8	-2	10	-1	8	7
CCOCCN(C=O)c1cccc(OC)c1	i	-2	i	14	0	-1	5	-7	2
COc1ccc(S(=O)(=O)N(C)CC(=O)N2CCN(c3ccc(F)cc3)CC2)cc1OC	i	-2	i	0	-3	-2	22	-5	-1
Cc1ccc(N(CC(=O)NC2CCCC2)C(=O)CCC(=O)Nc2nc(C)cs2)cc1	i	3	i	-2	-1	-2	5	-2	-23
CN(C)c1ccc(Sc2nnc(NC(=O)Nc3ccc(Cl)cc3Cl)s2)cc1	i	-6	i	13	-1	39*	-13	-4	5
O=C(O)/C=C/S(=O)(=O)c1ccc2ccccc2c1	i	-1	i	-2	-1	-1	-3	-6	3

Arranged by length of the SMILES (highest first): some entries from above
SMILES	Neddyl block	Rin1-Abl PPI inh	Rpn11 block	MT1-MMP act inh	CSN inh	NadD block	MLLE-PAM2 inh	FAS-TE inh	SKN-1 block
COc1ccc2cc(-c3cc(C(=O)OCC(=O)Nc4c(C)n(C)n(-c5ccccc5)c4=O)c4ccccc4n3)ccc2c1	/	-3	i	-1	3	40*	16	49	3
O=C(O)/C=C/S(=O)(=O)c1ccc2ccccc2c1	i	-1	i	-2	-1	-1	-3	-6	3
CCOCCN(C=O)c1cccc(OC)c1	i	-2	i	14	0	-1	5	-7	2

The list goes on.
SMILES	Neddyl block	Rin1-Abl PPI inh	Rpn11 block	MT1-MMP act inh	CSN inh	NadD block	MLLE-PAM2 inh	FAS-TE inh	SKN-1 block
CC1=C(C(=O)N2CCOCC2)C(c2cccs2)NC(=O)N1 (centres undefined)	i	3	i	-7	-3	-4	13	-8	-22
CCCSc1ccc([C@@H]2[C@H]3C(=O)N(C)C(=O)[C@H]3[C@]3(C(=O)OC)CCCN23)cc1OC	i	-2	i	1	0	2	14	-4	-2
Cc1nn(C(=O)CCC(=O)NCc2ccc(OC(C)C)cc2)c2ccccc12	i	4	i	-7	5	-5	-6	4	16
O=C(Nc1cccc(C(F)(F)F)c1)C1CCCO1 (centres undefined)	i	-1	i	0	1	-7	9	-6	12

NadD block: entries above that show a hit
SMILES	Neddyl block	Rin1-Abl PPI inh	Rpn11 block	MT1-MMP act inh	CSN inh	NadD block	MLLE-PAM2 inh	SKN-1 block
COc1ccc2cc(-c3cc(C(=O)OCC(=O)Nc4c(C)n(C)n(-c5ccccc5)c4=O)c4ccccc4n3)ccc2c1	/	-3	i	-1	3	40*	16	3
CN(C)c1ccc(Sc2nnc(NC(=O)Nc3ccc(Cl)cc3Cl)s2)cc1	i	-6	i	13	-1	39*	-13	5

Source: PubChem
